Screens from PubChem BioAssay.
SKKanGAS inh = S. pyogenes SKKanGAS growth inhibitors in kanamycin, primary screen, streptokinase expression inhibitor project, SKKanGAS strain, BacTiter-Glo luminescence | 6 h | inhibition, % at 7.5 µM | 300,000 tested, 1.3% active | AID 1662, 2009;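 active = mean replicate score, as percent of positive control median, at least 50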;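 note: strain carries kanamycin resistance gene driven by streptokinase promoter and grows in 40 µg/ml kanamycin; loss of luminescence reflects streptokinase promoter inhibition or plain growth inhibition; 0% = median of DMSO wells and 100% = positive control at its reference dose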
TRPC6 act = mouse TRPC6 channel activators, primary screen, cell-based, HEK293, membrane potential dye; B-score at 10 µM; AID 2550, 2010; 310,000 tested, 0.13% active; HEK293-TRPC6 membrane potential dye fluorescence; stronger effect = higher value; Short transient receptor potential channel 6 (Mus musculus), Q61143;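 active = B-score of the integrated fluorescence ratio above library mean plus 3 SD, and starting fluorescence ratio within library mean plus 5 SD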;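 note: higher score means more depolarization so channel activation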
Target sequence (Q61143 whole entry, looked up): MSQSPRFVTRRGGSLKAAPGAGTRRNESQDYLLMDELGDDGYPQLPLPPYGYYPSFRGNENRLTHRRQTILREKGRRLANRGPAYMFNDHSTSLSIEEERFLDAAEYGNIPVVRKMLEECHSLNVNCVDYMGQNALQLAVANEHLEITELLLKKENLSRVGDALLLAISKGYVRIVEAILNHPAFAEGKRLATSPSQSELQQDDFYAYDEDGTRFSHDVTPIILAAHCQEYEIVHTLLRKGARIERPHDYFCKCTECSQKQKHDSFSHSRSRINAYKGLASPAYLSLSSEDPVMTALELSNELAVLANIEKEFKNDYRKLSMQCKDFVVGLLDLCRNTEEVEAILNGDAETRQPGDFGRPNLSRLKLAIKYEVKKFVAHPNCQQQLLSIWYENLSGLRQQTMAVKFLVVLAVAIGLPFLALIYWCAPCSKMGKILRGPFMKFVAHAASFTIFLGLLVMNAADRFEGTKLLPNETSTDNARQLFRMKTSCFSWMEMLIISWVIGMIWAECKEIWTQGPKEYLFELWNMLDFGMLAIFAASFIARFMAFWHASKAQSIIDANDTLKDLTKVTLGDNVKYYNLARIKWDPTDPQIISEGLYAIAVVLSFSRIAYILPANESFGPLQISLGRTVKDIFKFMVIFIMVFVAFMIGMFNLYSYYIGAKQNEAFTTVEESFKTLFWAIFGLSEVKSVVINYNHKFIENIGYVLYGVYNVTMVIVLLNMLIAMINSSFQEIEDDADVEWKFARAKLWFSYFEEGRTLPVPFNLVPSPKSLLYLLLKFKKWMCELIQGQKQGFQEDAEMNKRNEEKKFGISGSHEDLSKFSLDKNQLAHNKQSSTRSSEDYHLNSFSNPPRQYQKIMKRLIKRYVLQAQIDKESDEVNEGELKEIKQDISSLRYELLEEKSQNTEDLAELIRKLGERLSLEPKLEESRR
TRPC6 inhibitor = mouse TRPC6 channel inhibitors, primary screen, cell-based, HEK293, membrane potential dye | ACh-evoked depolarization; stronger effect = lower value | B-score at 10 µM | 310,000 tested, 1.1% active | AID 2553, 2010;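 active = B-score under library mean minus 3 SD, initial fluorescence not abnormally high, positive integrated signal ratio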;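 note: B-score derived from integrated fluorescence ratio over the kinetic read; more negative B-score means stronger inhibition of depolarization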
MrgX1 allo act = positive allosteric modulators of MrgX1, primary screen, HEK293 cells, Fluo-4 calcium flux. FDSS; stronger effect = higher value. B-score at 10 µM. 310,000 tested, 0.63% active. AID 588675, 2011;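 active = plate-corrected calcium response at least 3 library SD above typical, normal starting fluorescence, not activating the receptor alone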;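 note: compound read alongside a low EC10 to EC30 dose of BAM8-22 agonist; peak minus trough fluorescence over baseline measured at the second addition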
Platelet DG rel = inhibitors of platelet dense granule secretion, primary screen, cell-based, MLPCN, human platelets; inhibition, %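 (compounds screened at 7.5 µM in platelet-rich plasma)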; 300,000 tested, 0.22% active; human platelet-rich plasma, SFLLRN dense granule ATP release, luminescence; AID 1663, 2009;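 active = mean replicate score, as percent of positive control, at or above 50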
MrgX1 agonist = agonists of human MrgX1 receptor, primary screen, HEK293 cells, Fluo-4 calcium flux. 310,000 tested, 0.44% active. Fluo-4 calcium fluorescence, agonist mode; stronger effect = higher value. Mas-related G-protein coupled receptor member X1 (Homo sapiens), Q96LB2. AID 588627, 2011. B-score at 10 µM;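 active = calcium response B-score plate-corrected fluorescence ratio at least 3 library SD, with starting fluorescence B-score inside 5 SD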
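times = overnight plating, then 30 min 37 °C plus 30 min room-temperature dye loading | assay system = stable human MrgX1 HEK293 cell line | input = fifteen thousand cells per well | signal = kinetic calcium dye fluorescence, Fluo-4 NW | dosing = compound delivered in addition one of three | read-out = B-scored fluorescence response ratio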
MrgX1 antagonist = antagonists of human MrgX1 receptor, primary screen, HEK293 cells, Fluo-4 calcium flux | AID 588676, 2011 | Mas-related G-protein coupled receptor member X1 (Homo sapiens), Q96LB2 | 310,000 tested, 1.3% active | B-score at 10 µM | BAM8-22 antagonism; stronger effect = lower value;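 active = calcium-response B-score plate-corrected more than 3 library SD below zero, starting fluorescence within 5 deviations, no agonist response on first addition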;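 note: peak minus trough fluorescence over baseline after final BAM8-22 challenge near maximal dose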
TRPC4 inh = inhibitors of mouse TRPC4 channel, primary screen, Fluo4 calcium, HEK293 TRPC4beta/mu-opioid cells. Short transient receptor potential channel 4 (Mus musculus), Q9QUQ5. DAMGO-evoked Fluo4 calcium flux; stronger effect = lower value. B-score at 10 µM. 300,000 tested, 0.39% active;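 active = B-score over 3 SD under the library average, no early fluorescence shift, positive overall ratio signal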
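Assay system: Stable TRPC4beta/mu-opioid receptor HEK293 cells | Reagent: DAMGO in two steps, submaximal then maximal | Compound dosing: Single concentration per test compound | Signal: Fluo4 Ca2+ flux fluorescence | Evaluation: Per-well B score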
HIF act = HIF pathway transcriptional activators, primary screen, cell-based, U2OS HRE-luciferase, luminescence; U2OS HRE-luciferase reporter; normalized: DMSO 0%, desferrioxamine 100%; activation, % at 7.5 µM (by protocol); 300,000 tested, 0.32% active;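 active = mean activation of at least 10% of the iron chelator positive control signal, with at least half of replicates also reaching 10%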
RGS4 inh = RGS4 inhibitors, primary screen, cell-based, HEK293 M3R inducible RGS4, calcium flux. Regulator of G-protein signaling 4 (Homo sapiens), P49798. AID 463165, 2010. B-score at 10 µM. Fluo-4 calcium flux; stronger effect = higher value; triggered by carbachol at its EC20. 310,000 tested, 0.45% active;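 active = B-score, a plate-corrected calcium signal, over three deviations above library mean, with baseline fluorescence within five deviations of library mean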;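 note: RGS4 expression induced by doxycycline in cells with stable M3 receptor; B-score is computed from the integrated fluorescence ratio over baseline after carbachol; higher B-score means a larger calcium signal and so more RGS4 inhibition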
Target sequence (P49798 whole entry, looked up): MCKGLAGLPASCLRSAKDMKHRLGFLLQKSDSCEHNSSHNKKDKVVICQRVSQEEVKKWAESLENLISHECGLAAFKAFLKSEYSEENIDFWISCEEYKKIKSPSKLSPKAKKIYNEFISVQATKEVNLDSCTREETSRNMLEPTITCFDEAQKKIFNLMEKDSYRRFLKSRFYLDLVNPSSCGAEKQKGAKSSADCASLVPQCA
RGS4 act = RGS4 potentiators or activators, primary screen, cell-based, HEK293 M3R inducible RGS4, calcium flux | carbachol calcium flux Fluo4; stronger effect = lower value | B-score at 10 µM | 310,000 tested, 0.92% active;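 active = B-score of the integrated calcium signal more than 4 SD below the library mean, with starting fluorescence not abnormally high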;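 note: negative B-score means reduced calcium response which marks RGS4 activation or potentiation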
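Assay system: Inducible-RGS4 HEK293 cells carrying M3 receptor | Schedule: Compound preincubation 20 min at room temperature before agonist | Signal: Kinetic calcium fluorescence imaging with Fluo4-AM dye, 2 µM | Read-out basis: B score from integrated fluorescence ratio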
Numbers without * were called inactive; i = inactive; nt = no result given. Rows are unselected. About 6.1% of those tested had a hit in this group.

SMILES	SKKanGAS inh	TRPC6 act	TRPC6 inhibitor	MrgX1 allo act	Platelet DG rel	MrgX1 agonist	MrgX1 antagonist	TRPC4 inh	HIF act	RGS4 inh	RGS4 act
O=S(=O)(NCc1ccco1)c1cccc(S(=O)(=O)N2CCOCC2)c1	0.4	i	i	i	-11.9	i	i	i	-49.4	i	i
CCCNS(=O)(=O)c1cc2c3c(c1)CCN3C(=O)CC2	-1.7	i	i	i	-9.3	i	i	i	-0.1	i	i
O=C1NC(=S)N/C1=C/c1ccc2c(c1)OCO2	-4.2	i	i	i	7.0	i	i	i	0.4	i	i
CN(C)c1ccc(/C=N/NC(=O)c2ccnn2C)cc1	9.1	i	i	i	73.0*	i	i	i	1.1	i	i
CC(C)NC(=O)NC(=O)COc1cccc2c1OC(C)(C)C2	0.1	i	i	i	7.5	i	i	i	-0.1	i	i
COc1ccc(/C=C/C(=O)N(CC(C)C)C2CCS(=O)(=O)C2)cc1 (configuration not stated)	15.3	i	i	i	-7.0	i	i	i	-53.8	i	i
CN(C)S(=O)(=O)c1cc(NC(=O)CN2CCc3ccccc32)ccc1Cl	5.9	i	i	i	-1.2	i	i	i	0.5	i	i
O=C(NNC(=O)c1ccc2ncccc2c1)c1ccc(Cl)cc1	-1.6	i	i	i	-2.3	i	i	i	0.4	i	i
CCn1c(NCCCO)nc2c(c1=O)C(C)(CC)Cc1ccccc1-2 (configuration not stated)	-10.7	i	i	i	3.1	i	i	i	-0.6	i	i
Cc1ccc(N=Cc2nc(-c3ccc(C)cc3)oc2O)cc1	-1.6	i	i	nt	-2.7	nt	nt	i	0.1	i	i
O=c1c2ccccc2sn1-c1nccs1	-5.7	i	i	nt	-4.7	nt	nt	i	0.1	i	i
COc1ccc(NC(=O)c2ccccc2SC)cc1OC	-3.4	i	i	i	29.2	i	i	i	0.5	i	i
O=S1(=O)CCN2C(=N1)Sc1c2ccc2c1CCCC2	0.3	i	i	i	4.0	i	i	i	1.1	i	i
CCOC(=O)C1(Cc2ccccc2C(F)(F)F)CCN(CCCn2cccn2)CC1	-2.6	i	i	i	-1.4	i	i	i	-0.7	i	i
CC1CN(C2CCCCC2)c2nc3c(c(=O)n(C)c(=O)n3C)n2C1 (configuration not stated)	-0.4	i	i	i	-1.9	i	i	i	0.8	i	i
O=C(c1cc(-c2ccccc2)nn1CC1CC(c2cccnc2)=NO1)N1CCOCC1 (configuration not stated)	3.3	i	i	i	-1.6	i	i	i	-0.5	i	i
COc1ccc(N(C(=O)CNC(=O)c2ccco2)C(C(=O)NC2CCCC2)c2ccc(C)o2)cc1 (configuration not stated)	0.1	i	i	i	3.4	i	i	i	0.3	i	i
CN1CCN(S(=O)(=O)c2ccc(NC(=S)NC(=O)c3ccccc3)cc2)CC1	-5.0	i	i	i	6.4	i	i	i	0.1	i	i
O=C(N/N=C/c1cc([N+](=O)[O-])cc(Br)c1O)C12CC3CCC(CC(C3)C1)C2	50.8*	i	i	i	-2.3	73*	i	i	-0.2	i	i
O=C1CC(Cc2ccccc2)C(=O)N1CCc1ccc2c(c1)OCO2 (configuration not stated)	-3.3	i	i	i	-10.7	i	i	nt	0.0	i	i
C=CCN(CC=C)C(=O)COC(=O)c1ccc(Sc2ncn[nH]2)c([N+](=O)[O-])c1	-2.7	i	i	i	-2.7	i	i	i	0.6	i	i
COc1ccc(C(=O)O)cc1NC(=S)NC(=O)Cc1ccc(Cl)cc1	4.1	i	i	i	6.7	i	i	i	-1.9	i	i
COc1ccccc1N1CCN(C(=O)C(=O)c2cn(CC(=O)N3CCCCCC3)c3ccccc23)CC1	12.4	i	i	i	-1.8	i	i	i	-0.1	i	i
O=C(Oc1ccc(Br)cc1C(=S)N1CCCC1)c1ccccc1F	6.3	i	i	i	-5.6	i	i	i	0.7	i	i
COc1cc(OC)cc(C(=O)N[C@H](C(=O)Nc2ccc3c(c2)OCO3)C(C)C)c1	0.8	i	i	i	-2.4	i	i	i	-0.4	i	i
(continued)
SMILES	SKKanGAS inh	TRPC6 act	TRPC6 inhibitor	MrgX1 allo act	Platelet DG rel	MrgX1 agonist	MrgX1 antagonist	TRPC4 inh	HIF act	RGS4 inh	RGS4 act
O=C(c1cccc([N+](=O)[O-])c1)c1ccc2c(c1)C(=O)N(c1c[nH]c(=O)[nH]c1=O)C2=O	6.0	i	i	i	-1.0	i	i	i	-0.4	i	i
CCCCNC(=S)N1CCN(C(c2ccccc2)c2ccccc2)CC1	-3.4	i	i	i	-4.7	i	i	i	-1.3	i	i
Cc1ccc2nc(NC(=O)CN3CCOCC3)sc2c1	8.4	i	i	i	1.5	i	i	i	1.3	i	i
COc1cccc(C(=O)Nc2ccccc2F)c1	2.9	i	i	i	5.0	i	i	i	0.9	i	i
CCOC(=O)C1CCCN(C2CC(=O)N(c3ccccc3)C2=O)C1 (configuration not stated)	0.9	i	i	i	-3.8	i	i	i	0.2	i	i
CCN1CCN(C(=O)C2=CC(c3ccc(OC)cc3)=NS(=O)(=O)N2C)CC1	-1.1	i	i	i	-1.8	i	i	i	-0.3	i	i
COc1cc(C(=O)NC(C)CCn2cccn2)ccc1OC1CCN(C(C)=O)CC1 (configuration not stated)	17.0	i	i	i	1.9	i	i	i	-0.1	i	i
Cc1onc(-c2c(Cl)cccc2Cl)c1C(=O)N(C)Cc1ccccc1	0.0	i	i	i	10.0	i	i	i	-1.2	i	i
Cc1ccc2nc(N3CCN(S(=O)(=O)c4ccc5c(c4)OCCO5)CC3)c(C#N)cc2c1	-0.7	i	i	i	-2.1	i	i	i	-0.4	i	i
COc1ccc(C2NC(=O)Cc3cc(OC)c(OC)cc32)cc1OC (configuration not stated)	-7.9	i	i	i	-5.3	i	i	i	-0.4	i	i
O=C(OCc1cnc(Cl)s1)c1c(F)cccc1F	9.0	i	i	i	0.1	i	i	i	0.5	i	i
Cc1ccc(-c2cc3ncc(C#N)c(N)n3n2)cc1	6.2	i	i	i	5.4	i	i	i	1.9	i	i
Cc1ccccc1-n1c(C)cc(/C=N/NC(=O)c2ccc(CN3CCOCC3)cc2)c1C	-3.4	i	i	i	-7.1	i	i	i	-0.5	i	i
COc1ccc(CCN2C(=O)NC(NS(=O)(=O)c3ccc(Cl)cc3)(C(F)(F)F)C2=O)cc1OC (configuration not stated)	-6.2	i	i	i	-2.1	i	i	i	0.2	i	i
CN(c1ccccc1)S(=O)(=O)c1ccc(C(=O)OCC(=O)NCc2cccs2)cc1	-0.1	i	i	i	-5.2	i	i	i	1.6	i	i
Cn1c(=O)c2c(n3cnnc13)-c1ccccc1CC21CCCC1	-13.9	i	i	i	-5.6	i	i	i	nt	i	i
COc1ccc(C=O)cc1OC1C=CCCC1 (configuration not stated)	1.7	i	i	i	nt	i	i	i	-0.1	i	i
C/C(=N\Nc1ccc(C)c(Cl)c1)c1ccncc1	5.9	i	i	i	5.1	i	i	i	0.2	i	i
COc1cccc(NC(=O)CN2CCN(C(=O)c3ccco3)CC2)c1	4.0	i	i	i	-3.6	i	i	i	-0.1	i	i
O=C(Nc1cccc(OCC(=O)N2CCOCC2)c1)c1cccc(Cl)c1	-3.7	i	i	i	0.9	i	i	i	-0.3	i	i
O=C(C/C=N/OCc1ccc(Cl)cc1Cl)c1ccccc1	1.4	i	i	i	0.2	i	i	i	0.5	i	i
O=C(CO)N/N=C/c1c2ccccc2cc2ccccc12	-9.0	i	i	i	-6.0	i	i	i	0.0	i	i
CC(=O)Nc1ccc2c(c1)ncn2C	-5.0	i	i	i	-2.1	i	i	i	-0.5	i	i
O=C1NC(=Nc2ccccc2)S/C1=C\c1ccccc1	2.4	i	i	i	12.6	i	i	i	1.3	i	i
CCOc1ccc(C(=O)CCC(=O)O)cc1	1.2	i	i	i	-2.9	i	i	i	-0.1	i	i
Continued.
SMILES	SKKanGAS inh	TRPC6 act	TRPC6 inhibitor	MrgX1 allo act	Platelet DG rel	MrgX1 agonist	MrgX1 antagonist	TRPC4 inh	HIF act	RGS4 inh	RGS4 act
COC(=O)CCC(=O)OC1(C)C(=O)C2=CN(CCCCO)C(c3ccc(OC)cc3)=CC2=C(Br)C1=O (configuration not stated)	-4.3	i	i	i	-0.5	i	i	i	-2.2	i	i
COC(=O)C(Cc1ccccc1)NC(=O)CC(C)CC(=O)Nc1ccc(C)cc1 (configuration not stated)	-5.3	i	i	i	-1.0	i	i	i	1.0	i	i
O=C(NC(=S)N1CCCC(C(F)(F)F)C1)c1ccc(F)cc1 (configuration not stated)	10.1	i	i	i	-2.4	i	i	i	0.5	i	i
CCOC(=O)c1csc(-c2ccc([N+](=O)[O-])cc2)n1	2.7	i	i	i	-9.2	i	i	i	2.8	i	i
Cc1ccc(CC(=O)NC2CCCc3ccccc32)cc1C (configuration not stated)	2.8	i	i	i	0.1	i	i	i	-0.3	i	i
Cc1ccc(S(=O)(=O)Nc2cc(-c3ccccc3)nn2C)cc1	4.1	i	i	i	-5.7	i	i	i	-0.1	i	i
COc1ccc(N2C(=NC(=O)C3CCCCC3)SC3CS(=O)(=O)CC32)cc1 (configuration not stated)	-0.5	i	i	i	-3.5	i	i	i	-0.5	i	i
CC(C)(C)c1ccc(-c2cc(N)n[nH]2)cc1	2.6	i	i	i	1.9	i	i	i	-0.4	i	i
O=C(COc1ncnc2sccc12)N1CCc2ccccc2C1	-1.4	i	i	i	7.0	i	i	i	-0.2	i	i
COc1ccc(NC(=O)C23CC4CC(C2)CC(c2ccc(C)cc2)(C4)C3)cc1	23.7	i	i	i	-8.0	i	i	i	-0.6	i	i
C=CCNC(=O)C1CCN(S(=O)(=O)c2cccs2)CC1	21.7	i	i	i	-2.2	i	i	i	0.6	i	i
O=C1NCCN(Cc2c(F)cccc2Cl)C1CC(=O)N1CCCO1 (configuration not stated)	-5.8	i	i	i	-0.5	i	i	i	-0.8	i	i
Cc1cc(C)c(C(=O)OCC(=O)Nc2cccc(S(=O)(=O)N3CCCCC3)c2)c(C)c1	1.4	i	i	i	10.0	i	-11*	i	-0.1	i	i
Cc1cc(S(=O)(=O)NCC(C)C)ccc1OCC(=O)N1CCOCC1	-6.6	i	i	i	5.4	i	i	i	0.3	i	i
